rCAG RNA binder: molecules binding r(CAG) RNA repeats; r(CAG) RNA repeat, TO-PRO-1 dye displacement fluorescence; inhibition, % at 3 µM; AID 651821; actives 1.3% (n = 370,000);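 active = inhibition above the plate cutoff, the mean of all test compounds on that plate plus 3 SD, cut at about 35% in these data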;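 also: 0% = DMSO alone and 100% = 100 µM mitoxantrone as full dye displacement; higher means more dye released from RNA so lower well fluorescence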
GC-B act: GC-B (human) receptor activation | P20594 | HEK293-GC-B cells, CNP EC30, cGMP TR-FRET; 0% at EC30 CNP, 100% saturating CNP | activation, % at 10 µM | actives 0.11% (n = 370,000) | AID 1920062;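 active = activation at 10 µM reaching about 35% in either raw or pattern-adjusted values, limit read from the data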
HTRA1 inh: inhibitors of human serine peptidase HTRA1 | Q92743 | recombinant HTRA1, FP-rhodamine activity-based probe, fluorescence polarization | inhibition, % at 5.96 µM | actives 0.5% (n = 340,000) | AID 504803; in the data active = inhibition above about 36%;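 also: 0% = enzyme with DMSO and 100% = wells lacking enzyme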
UHRF1 MBD2 ctr: UHRF1 methyl-DNA binding inhibition; UHRF1 binding to methylated oligo, TR-FRET; inhibition, % at 4.4 µM; actives 0.75% (n = 370,000); in the data active = inhibition above about 21%;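 also: UHRF1 SRA domain binding a hemimethylated CpG hairpin DNA probe; 0% = median of test compound wells and 100% = reference inhibitor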
NPR1 activator: GC-A (human) enzyme activation. HEK293 GC-A cells, cGMP TR-FRET, EC30 ANP; 0% at EC30 ANP, 100% saturating ANP. activation, % at 10 µM. P16066. actives 0.14% (n = 370,000); in the data active = activation above about 40%
Target sequence (P16066 whole entry, looked up): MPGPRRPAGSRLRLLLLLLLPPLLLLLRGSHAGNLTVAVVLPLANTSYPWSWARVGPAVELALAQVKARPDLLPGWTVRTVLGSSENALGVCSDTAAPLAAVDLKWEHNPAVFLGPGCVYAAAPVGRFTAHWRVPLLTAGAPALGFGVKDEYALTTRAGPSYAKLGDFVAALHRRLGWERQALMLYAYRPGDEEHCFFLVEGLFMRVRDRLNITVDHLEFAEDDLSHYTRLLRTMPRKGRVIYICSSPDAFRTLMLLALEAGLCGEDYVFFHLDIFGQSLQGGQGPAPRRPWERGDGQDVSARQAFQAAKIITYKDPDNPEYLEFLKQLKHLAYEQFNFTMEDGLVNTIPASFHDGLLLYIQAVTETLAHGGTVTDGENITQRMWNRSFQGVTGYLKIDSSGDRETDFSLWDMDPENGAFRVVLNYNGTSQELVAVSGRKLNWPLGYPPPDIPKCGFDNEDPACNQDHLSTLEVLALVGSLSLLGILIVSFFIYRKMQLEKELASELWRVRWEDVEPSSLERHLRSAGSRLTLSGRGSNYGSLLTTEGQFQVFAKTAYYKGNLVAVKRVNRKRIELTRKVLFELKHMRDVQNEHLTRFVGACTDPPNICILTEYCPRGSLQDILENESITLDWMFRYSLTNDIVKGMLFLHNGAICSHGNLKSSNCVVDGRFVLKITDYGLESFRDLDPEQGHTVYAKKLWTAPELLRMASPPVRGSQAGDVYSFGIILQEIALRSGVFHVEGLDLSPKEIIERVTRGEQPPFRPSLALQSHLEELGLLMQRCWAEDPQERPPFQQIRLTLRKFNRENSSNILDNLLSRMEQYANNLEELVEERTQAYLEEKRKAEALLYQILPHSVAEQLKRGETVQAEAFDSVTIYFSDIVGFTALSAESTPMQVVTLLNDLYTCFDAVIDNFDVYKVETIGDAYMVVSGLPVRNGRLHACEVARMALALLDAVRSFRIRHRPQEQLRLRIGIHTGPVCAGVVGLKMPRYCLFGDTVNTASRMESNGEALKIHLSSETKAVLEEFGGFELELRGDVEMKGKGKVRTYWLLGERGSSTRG
mABHD4 FP: ABHD4 (mouse) inhibition, primary FP screen; Q8VD66; purified mABHD4, FP-Rh probe fluorescence polarization; inhibition, % at 8.92 µM; actives 0.54% (n = 370,000); AID 720543;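 active = inhibition exceeding the mean over every tested compound plus 3 SD, cut at about 30% in these data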;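 also: 0% = plate median of compound wells and 100% = S159A mutant with DMSO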
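Assay system: mouse ABHD4 enzyme, wild type / Also added: fluorescent activity-based probe FP-Rh / Doses: single nominal dose of 8.92 µM, 0.89% DMSO final / Timing: 45 min compound pre-incubation plus 60 min probe step, 25 °C / Signal: FP readout, ex 525 nm / em 598 nm / Control set: S159A mutant/DMSO as 100%, compound-well median as 0%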
MBD2 inh: blocks human MBD2 binding to methylated DNA. inhibition, % at 4.4 µM. actives 0.31% (n = 370,000). AID 686964. TR-FRET, MBD2 binding to methylated oligonucleotide; in the data active = inhibition above about 13%
TCR-CD3 inh: inhibitors of human TCR-CD3 interaction. inhibition, % at 9.4 µM. TAMRA-labeled TCR probe fluorescence, biochemical. actives 0.37% (n = 360,000); in the data active = inhibition above about 19%;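 also: recombinant mutant TCR 2C K166C tagged with TAMRA read by polarization; 0% = receptor in buffer alone and 100% = receptor with positive control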
SIAE inh: inhibitors of human sialic acid acetylesterase SIAE; SIAE FP-Rh probe binding, fluorescence polarization; inhibition, % at 9.66 µM; actives 0.69% (n = 370,000);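 active = inhibition above a cutoff: mean of compounds within the control limits plus 3 SD of those, cut at about 17% in these data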;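 also: 0% = plate median of compound wells and 100% = probe without SIAE protein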
PRMT1 FP inh: PRMT1 (human) inhibition, primary screen; Q99873; AID 652257; recombinant PRMT1, activity-based probe fluorescence polarization; actives 1.3% (n = 370,000); inhibition, % at 2.79 µM;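 active = inhibition above about 21% made by adding two undisclosed values, limit read from the data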
An asterisk follows results filed as active; . = not tested or not shown. A portion of the library, so the mix of outcomes need not match the whole.

SMILES	rCAG RNA binder	GC-B act	HTRA1 inh	UHRF1 MBD2 ctr	NPR1 activator	mABHD4 FP	MBD2 inh	TCR-CD3 inh	SIAE inh	PRMT1 FP inh
Cc1ccc(S(=O)(=O)N2C[C@H]3[C@H]4C(=O)N(c5ccccc5)C(=O)[C@H]4C[C@H](OC(=O)NCC4CCCCC4)[C@@]3(O)C2)cc1	9	-4	-16	0	-2	-7	3	-1	-7	3
N#CCC(=O)Nc1ccc(C(=O)OCC(=O)Nc2sc3c(c2C#N)CCCC3)cc1	38*	-8	-50	-2	-4	-35	-4	-1	-40	-1
Cc1cc(=O)[nH]c(Sc2c(-c3ccccc3)c3ccccc3[nH]c2=O)n1	6	-9	1	-1	1	2	-5	-8	-6	5
O=C(Nc1ccccc1Cl)c1cc[n+]([O-])cc1	1	7	6	-1	-1	-3	-2	4	0	-2
NC(=O)c1cc([N+](=O)[O-])cc2c1C=Cc1ccccc1O2	0	8	5	6	-4	-2	4	-7	-2	7
Cc1cc(C)c(NC(=O)c2ccc3c(c2)C(=O)N(Cc2cccnc2)C3=O)c(C)c1	-6	2	2	0	-4	1	6	-3	5	3
Cn1c(=O)n(CC(N)=O)c(=O)c2c1nc(Br)n2Cc1ccccc1	-4	5	0	1	1	4	-4	1	8	-2
NC(=O)c1ccc(Nc2ccc3nonc3c2[N+](=O)[O-])cc1	0	-6	5	-6	-3	0	-10	1	-8	-1
Cc1cnc(CNc2nc3cc(-c4ccccc4C)sc3c(=O)n2C)cn1	1	6	.	2	6	-9	-1	7	-18	2
Cc1ccc(-n2nnnc2CNC(=O)C(=O)c2c[nH]c3ccccc23)cc1C	3	4	-7	1	2	-4	-3	-2	-3	1
C[C@@H]1CC[C@]2(C(=O)O[C@@H]3O[C@H](CO)[C@@H](O)[C@H](O)[C@H]3O)CC[C@]3(C)C(=CCC4[C@@]5(C)CC[C@H](O[C@@H]6OC[C@H](O)[C@H](O[C@@H]7O[C@H](CO)[C@@H](O)[C@H](O)[C@H]7O)[C@H]6O)C(C)(C)C5CC[C@]43C)C2[C@]1(C)O (stereo not given in full)	-6	7	-4	7	2	-4	-1	4	0	1
O=C(CC[C@H]1O[C@@H](n2ccc(=O)[nH]c2=O)[C@H](O)[C@@H]1O)N[C@H](Cc1ccccc1)C(=O)NCCCN1CCCC1=O	-1	3	.	1	-1	1	-7	4	47*	3
Cc1cc(OCC(=O)Nc2ccc(F)c(F)c2)nc(C(C)C)n1	1	7	3	-1	4	-1	-2	8	1	0
C=CC1=C2C=C(C3CC3)N(CCCN(CC)CC)C=C2C(=O)C(C)(OC(=O)c2ccco2)C1=O (stereo not given)	-4	4	1	-1	2	5	1	5	17	2
O=C(c1cc([N+](=O)[O-])ccc1N1CCCC1)N1CCCC1	-2	-1	-3	-4	0	7	-6	4	2	4
N=c1oc2ccc3ccccc3c2cc1C(N)=S	19	4	-34	-14	3	23	-8	0	3	16
COC(=O)c1ccc2nc(-c3ccc(C)cc3)c(Cc3ccccc3OC)n2c1	32	-1	.	13	3	-8	2	0	2	4
COc1cccc(CN2CC(C(=O)N(C)Cc3nc(C)cs3)CCC2=O)c1 (stereo not given)	-4	6	2	1	1	-6	5	-2	9	-1
Cc1cc(C)cc(NC(=O)Nc2ccc3ccccc3n2)c1	0	-2	5	0	-1	4	-6	-1	5	-1
Cc1coc2cc3oc(=O)c(CCC(=O)NCCCn4ccnc4)c(C)c3cc12	-3	4	-5	-4	3	-1	2	4	8	-4
CCCCCCCOC1(c2ccccc2)OC(=O)c2ccccc21 (stereo not given)	0	-3	-11	2	-6	1	-2	0	-1	-1
CS(=O)(=O)N(CC(=O)N1CCCC1)Cc1ccc(Cl)c(Cl)c1	-8	4	1	0	-1	4	1	3	6	-3
CC1(C)CC(=O)C=C(c2ccc3ncccc3c2)C1	-3	-5	-2	3	-4	3	0	5	6	-3
COc1ccc(CNC(=O)c2nn(C)c3c2CS(=O)(=O)c2ccccc2-3)cc1	-1	-1	-2	-6	1	0	-3	-4	-2	-4
Cc1c(C=N)c(O)n(C)c(=O)c1C#N	-3	-4	-2	-4	3	9	0	2	-1	-9

(listing goes on)
SMILES	rCAG RNA binder	GC-B act	HTRA1 inh	UHRF1 MBD2 ctr	NPR1 activator	mABHD4 FP	MBD2 inh	TCR-CD3 inh	SIAE inh	PRMT1 FP inh
CCOC(=O)CC(=O)CSc1nc2c(c(-c3cccs3)c1C#N)CCC2	5	3	-9	-1	-1	7	0	2	2	-1
Cc1cc(O)cc2c1C1CCC3(C)C(O)CCC3C1C=C2 (stereo not given)	4	-3	0	2	-2	-1	5	5	1	2
Cc1cccc(NC(=S)NNc2ncc(C(F)(F)F)cc2Cl)c1	5	-2	27	2	-1	1	-2	-1	-3	1
COc1ccc(-c2cc(C(=O)Nc3ccc(S(=O)(=O)Nc4onc(C)c4C)cc3)c3ccccc3n2)cc1	75*	-3	-67	3	-2	-47	3	-2	-30	-2
Cc1cccc(C)c1NC(=O)COC(=O)CCc1ccc(S(=O)(=O)N2CCCCC2)cc1	-2	3	6	2	2	-10	-5	-7	0	-3
Cc1c(NC(=O)C(C)OC(=O)CCOc2ccccc2)c(=O)n(-c2ccccc2)n1C (stereo not given)	-4	3	0	3	4	1	6	-6	-2	2
CC(=O)c1ccc(OC(C)C)c(CSC(=N)N)c1	4	-4	7	0	3	-18	-9	6	-6	0
CCn1c(SCC(N)=O)nnc1-c1ccc(OC)c(OC)c1	3	-1	3	4	-3	-5	3	-7	-2	-1
COc1ccccc1CN1C[C@@H]2C[C@@H](c3[nH]c4ccc(C)cc4c3C)N3CCC[C@@]23C1=O	-1	-3	-15	1	0	0	0	-7	7	2
Cc1ccc(NC(=O)CN2C(=O)N/C(=C\c3cccnc3)C2=O)cc1	0	0	2	2	0	-1	-2	0	3	3
O=C(c1ccccc1F)N1CCN(S(=O)(=O)c2ccc(S(=O)(=O)N3CCCCC3)cc2)CC1	2	1	-1	6	0	-3	-2	-2	-7	-2
Cn1c(=O)n(C)c2cc(/C=N/NC(N)=S)ccc21	0	-6	6	-9	-1	4	-5	9	5	-2
CCCOc1ccc(F)cc1-c1cc(C(=O)Nc2ccc(C(C)C)cc2)[nH]n1	4	2	.	1	-2	-14	-7	-1	0	-2
Cc1cc(OCC(=O)Nc2cc(C(C)(C)C)on2)ccc1[N+](=O)[O-]	-3	7	-1	-2	7	-9	-8	3	-2	-1
CCC(=O)c1cc(-c2nc3ccccc3n2C)n(C)c1	-1	1	-1	0	-4	4	-5	-9	12	-1
O=C(NCc1ccc2c(c1)OCO2)c1nc(S(=O)(=O)Cc2ccccc2)ncc1Cl	1	17	3	-3	24	-6	2	3	-2	25*
O=C(CN1CCC(NC(=O)Nc2ccccc2)CC1)Nc1cccc([N+](=O)[O-])c1	1	-3	2	-1	6	-4	-2	0	-9	-3
O=C(CN1CCN(c2ccccc2)CC1)NCc1ccc(F)cc1	-6	-3	6	4	-5	-7	4	-4	2	4
COc1ccc(NC(=O)C2CCCN(S(=O)(=O)c3ccccc3)C2)c(OC)c1 (stereo not given)	-4	-2	0	2	-1	-10	0	-2	-1	-1
CCN(C(=O)COC(=O)c1cccnc1Nc1ccccc1F)C1CCS(=O)(=O)C1 (stereo not given)	0	3	0	2	-3	-3	0	-5	-3	1
Cc1cccc(CN2CCN(CC(=O)NCc3cccs3)C2=O)c1	-3	8	3	-2	1	1	-2	-7	7	-4
O=C1/C(=C/c2cccnc2)SC(=S)N1CC1CCCO1 (stereo not given)	-4	3	6	-6	-2	-23	-7	-4	8	0
COC(=O)c1c(-c2c(Cl)cccc2Cl)noc1NC(=O)NN1CCCCC1	20	-5	-17	0	0	0	0	1	6	2
COC(=O)c1cc(C(=O)OCC(=O)Nc2ccc(N3CCOCC3)cc2)cc([N+](=O)[O-])c1	6	0	7	5	-3	2	3	-7	0	3
CC(C)c1ccc2[nH]c3c(c2c1)[C@@H]1CCN2C(=O)CCC[C@H](C3)[C@H]12	0	0	5	4	-1	10	0	-11	4	3

Compound profiles (already shown). Screens in order: rCAG RNA binder, GC-B act, HTRA1 inh, UHRF1 MBD2 ctr, NPR1 activator, mABHD4 FP, MBD2 inh, TCR-CD3 inh, SIAE inh, PRMT1 FP inh
O=C(NCc1ccc2c(c1)OCO2)c1nc(S(=O)(=O)Cc2ccccc2)ncc1Cl across the screens: 1, 17, 3, -3, 24, -6, 2, 3, -2, 25*
COc1ccc(NC(=O)C2CCCN(S(=O)(=O)c3ccccc3)C2)c(OC)c1 (stereo not given) across the screens: -4, -2, 0, 2, -1, -10, 0, -2, -1, -1
COC(=O)c1cc(C(=O)OCC(=O)Nc2ccc(N3CCOCC3)cc2)cc([N+](=O)[O-])c1 across the screens: 6, 0, 7, 5, -3, 2, 3, -7, 0, 3
O=C(CN1CCN(c2ccccc2)CC1)NCc1ccc(F)cc1 across the screens: -6, -3, 6, 4, -5, -7, 4, -4, 2, 4

(list continues)
SMILES	rCAG RNA binder	GC-B act	HTRA1 inh	UHRF1 MBD2 ctr	NPR1 activator	mABHD4 FP	MBD2 inh	TCR-CD3 inh	SIAE inh	PRMT1 FP inh
O=C(CN1CCN(S(=O)(=O)/C=C/c2ccccc2)CC1)NCC(F)(F)F	4	1	-2	5	-7	-4	3	-3	3	-2
COc1ccc(-c2noc(-c3ccccc3-c3ccccc3)n2)cc1	2	-9	-6	2	-3	-5	4	8	-6	-1
COc1ccc(CCNc2ccc(C(CC(N)=O)NC(=O)Cc3ccc(Br)cc3)cc2[N+](=O)[O-])cc1 (stereo not given)	5	-5	-1	0	-1	4	-1	-4	-13	1
COc1ccc(C(=O)C(=NN)c2ccccc2)cc1	2	-3	-6	2	0	3	-1	1	-5	-3
C/C(O)=C(/C#N)c1nc2ccccc2[nH]1	-1	4	6	2	1	-5	-5	2	6	-1
C[C@@H]1CN([C@H](C)CO)C(=O)c2c(c3ccccc3n2C)-c2ccccc2CO[C@H]1CN(C)Cc1ccc(-c2ccccc2)cc1	7	-5	-67	3	0	-10	-2	-6	-3	-1
O=C(NCCN1CCOCC1)c1cc2cc(Br)ccc2oc1=O	5	5	-4	-2	6	-3	2	-1	-4	0
CCOC(=O)c1ccc(N2CSC3=C(C#N)C(c4cccs4)CC(=O)N3C2)cc1 (stereo not given)	15	-4	1	-5	-4	15	-6	-2	5	14
COc1ccc(S(=O)(=O)N2CCN(C(=O)CC3CC4CCC3C4)CC2)cc1 (stereo not given)	4	-6	9	2	-1	-15	10	-1	-3	9
Cc1sc(NC(=O)/C=C/c2ccco2)c(C(=O)O)c1C	14	-6	0	2	-2	8	-5	1	3	2
Cc1ccc2ncccc2c1NC(=S)NC(=O)c1ccccc1	-3	-2	6	-3	0	5	1	8	-6	-6
COc1ccc(-n2c(SCC(=O)Nc3cc(C)on3)nc3c([nH]c4ccccc43)c2=O)cc1OC	9	-4	-10	-4	72*	0	-1	5	7	-6
COC(=O)c1nn(-c2ccccc2)c(-c2ccccc2)c1C(=O)c1ccccc1	-7	-10	-23	0	-14	2	2	2	3	0
CC(C)(C)c1cc(NC(=O)Nc2ccc(Br)cc2Cl)no1	5	-2	-23	-1	-3	5	1	-6	-5	3
O=C(Nc1cccc(-c2nc3ccccc3[nH]2)c1)c1cccc(NC(=O)c2ccco2)c1	19	26	-86	1	19	-134	5	7	-118	4
O=S(=O)(NCCN1CCCC1)c1cccc2cccnc12	4	0	-6	0	0	2	2	-3	-2	2
CCOC(=O)N1CCC(NC(=O)c2oc3c(c2C)-c2[nH]ncc2CC3)CC1	4	1	7	1	4	3	-5	-3	12	1
O=C(NCC1CCCO1)c1ccccc1NS(=O)(=O)c1ccc(Br)s1 (stereo not given)	7	-4	-1	8	-3	-1	0	5	7	-2

Screening data as filed in PubChem.
